# Bioassay records from PubChem BioAssay.
# HCV NS3 hel inh – inhibitors of Hepatitis C virus NS3 helicase; actives 0.56% (n = 290,000); inhibition, % at 10.9 µM; NS3 helicase DNA unwinding, Cy5 molecular beacon fluorescence; AID 1800;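 active means inhibition above the mean of all tested compounds plus 3 SD, set per campaign, cut at about 35% in these data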;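 further: 0% = DMSO wells and 100% = thioflavine S control wells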
#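 System: NS3 helicase fragment of HCV / Schedule: 1 h at 25 °C / Control set: DMSO alone as 0% and 110 µM thioflavine S as 100% / Reagent: Cy5/quencher beacon DNA duplex and ATP to start / Technique: Cy5 fluorescence / Replication: singlicate / Evaluation: % inhibition of end-to-start signal ratio versus controls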
# FID counter – fluorescent intercalator displacement, NS3 helicase counter-screen; AID 1845; DNA fluorescent intercalator displacement, fluorescence; inhibition, % at 7.9 µM; actives 0.17% (n = 290,000); in the data active means inhibition above about 37%;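 further: 0% = vehicle and 100% = reference compound; higher means more ethidium bromide displaced from hairpin DNA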
# SUMO HTRF inh – inhibitors of human SUMOylation (UBC9). P63279. HTRF SUMOylation assay, SAE1/SAE2 + UBC9, in vitro. inhibition, % at 35 µM. actives 0.36% (n = 290,000); in the data active means inhibition above about 50%, passing the limit was not always enough; further: strong numbers were not always called active
# Target sequence (P63279 whole entry, looked up): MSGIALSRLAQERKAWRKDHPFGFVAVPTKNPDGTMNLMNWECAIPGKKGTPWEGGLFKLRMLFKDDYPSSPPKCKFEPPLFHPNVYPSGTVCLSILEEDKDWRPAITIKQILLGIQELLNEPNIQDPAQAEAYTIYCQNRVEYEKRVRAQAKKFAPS
# NALP1 yeast inh – inhibitors of NALP1 inflammasome in yeast. S. cerevisiae NALP1/ASC/caspase-1 growth, X-gal OD620, 72 h. inhibition, % at 10 µM. actives 0.61% (n = 280,000). AID 2071; in the data active means inhibition mostly above about 24%, no sharp cut-off; inactive means mostly below about 32%; further: some compounds called inactive have numbers as strong as hits
# MEKK2mut PB1 HTS – signal of MEK5 binding to mutant human MEKK2 PB1 domain | AID 1530 | actives 0.35% (n = 290,000) | percent response, % at 10 µM | bead flow cytometry, Alexa488-MEK5 binding to MEKK2 mutant; in the data active means percent response above about 24%, passing the limit was not always enough; further: inactives centre near 1; some results filed as inactive read as strong as hits
# MEKK2wt PB1 HTS – raises or lowers MEK5 binding to wildtype human MEKK2 PB1 domain | Q9Y2U5 | bead flow cytometry, Alexa488-MEK5 binding to MEKK2 WT; actives lie on both sides | binding response (% of control), % at 10 µM | actives 1.1% (n = 290,000) | AID 1531; in the data active means binding response below about 67% or above about 130%
# VIM-2 inh – blocks Pseudomonas aeruginosa VIM-2 metallo-beta-lactamase; purified VIM-2, nitrocefin hydrolysis, epi-absorbance fluorescence; inhibition, % at 5.6 µM; actives 0.89% (n = 290,000); AID 1527;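 active means inhibition above the mean of all tested compounds plus 3 SD, cutoff set per screening run, cut at about 7.5% in these data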;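 further: red hydrolysis product quenches plate fluorescence so inhibitors raise well fluorescence; 0% = enzyme with DMSO and 100% = DMSO without enzyme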
# IMP-1 inh – inhibitors of Pseudomonas aeruginosa IMP-1 metallo-beta-lactamase; purified IMP-1, nitrocefin hydrolysis, epi-absorbance fluorescence; inhibition, % at 5.6 µM; actives 0.45% (n = 290,000);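 active means inhibition above the mean plus 3 SD of all compounds in the same screening run, cut at about 4.5% in these data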;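 further: 0% = IMP-1 with DMSO and 100% = DMSO wells lacking enzyme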
#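 assay system = purified recombinant IMP-1 metallo-beta-lactamase enzyme | schedule = 15 min preincubation plus 25 min reaction at 25 °C | signal = Epi-absorbance fluorescence, 480 nm excitation, 530 nm emission | read-out basis = percent inhibition from optical density relative to buffer-blank wells | controls = IMP-1 with DMSO as 0%, enzyme-free DMSO as 100%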
# PfM18AAP inh – PfM18AAP enzyme inhibition. recombinant PfM18AAP, H-Glu-NHMec fluorogenic cleavage. inhibition, % at 7.35 µM. actives 1.2% (n = 290,000);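 active means inhibition above the campaign mean inhibition over all tested compounds plus 3 SD, cut at about 28% in these data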;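 further: 0% = plate median of test compound wells and 100% = 2 mM ZnCl2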
# * = called active by the depositor; . = no result given.
mol	HCV NS3 hel inh	FID counter	SUMO HTRF inh	NALP1 yeast inh	MEKK2mut PB1 HTS	MEKK2wt PB1 HTS	VIM-2 inh	IMP-1 inh	PfM18AAP inh
Cc1cc(NC(=O)/C=C/c2ccc(Cl)cc2)no1	4	-2	10	43	0	103	-4.0	-4.2	-1
CCCCNc1nc2cccnc2s1	-4	-2	3	.	2	103	-5.5	-2.8	4
Cc1ccc(S(=O)(=O)N(C)c2ccc(C(=O)Nc3ccccc3C(=O)N3CCOCC3)cc2)cc1	-7	-46	-18	15	-14	77	1.1	-0.4	-2
COc1cc(-c2nc(CN3CCCCC3CCNC(C)=O)c(C)o2)ccc1F (stereo not drawn)	7	5	19	-3	-1	103	-0.2	-1.3	-12
COc1cccc2c(=O)n(CC(=O)NC3CCCCC3)ccc12	-3	-1	-4	.	-1	105	-1.1	-0.5	-5
COc1ccc(CCN(C)C2CCCN(S(C)(=O)=O)C2)cc1OC (stereo not drawn)	2	2	5	15	6	111	-4.4	-3.7	2
CCCSc1nnc(NC(=O)c2sc3nc(-c4cccs4)ccc3c2N)s1	34	-16	10	21	-8	92	-3.8	-3.5	-84
CCNc1nc(NC(C)(C)C)nc(N(CC)n2cnnc2)n1	4	-14	1	12	7	113	-3.8	-3.0	-3
COC(=O)c1ccc(CN(c2ccccc2OC)S(=O)(=O)c2cccs2)o1	0	-20	7	11	5	104	2.6	-0.7	-20
Cc1ccc(CNC(=O)C2CCN(S(=O)(=O)c3ccc4c(c3)OCCCO4)CC2)cc1	-3	-22	18	28	18	112	-3.6	-2.6	-6
CCOc1ccc(C2C3=C(CCCC3=O)Nc3ccc4ncccc4c32)cc1 (stereo not drawn)	-6	-24	-8	.	-34	67	0.1	-1.3	6
O=C(NCCCN1CCN(Cc2ccccc2)CC1)C1CCN(c2nnc(-n3cccc3)s2)CC1	-29	11	0	16	56*	197*	2.1	-1.1	1
COc1ccc(-c2csc(N3C(=O)C4C5c6ccccc6C(c6ccccc65)C4C3=O)n2)cc1 (stereo not drawn)	18	-10	-18	19	-3	102	-2.3	-2.9	9
CCOc1ccc(CNc2ccc(N3CCCC3)cc2)cc1	13	-2	-9	40	-5	86	-2.7	0.1	14
CCC(C)(C)n1nnnc1C(c1cc2ccc(OC)cc2[nH]c1=O)N1CCN(C2CCCCC2)CC1 (stereo not drawn)	-13	3	13	-26	3	104	1.2	-0.7	8
CC(=O)C1C(=O)CC(c2ccc(Cl)cc2)CC1=O (stereo not drawn)	3	-5	8	-7	-4	95	-2.8	-1.6	2
Cc1noc(-c2ccc(C(F)(F)F)cc2)c1NC(=O)Nc1ccc(Cl)cc1	-1	-2	17	.	-9	95	-1.4	-1.7	0
CC1CCN(Cc2cc(=O)oc3ccc(C(C)C)cc23)CC1	-9	-10	-2	27	0	104	-0.5	-1.5	-1
CCC(CC)c1nnc(NC(=O)c2ccc([N+](=O)[O-])cc2)s1	-10	6	14	.	1	82	-1.8	-2.3	4
CCCc1cc(O)c2c(C)cc(=O)oc2c1	0	3	4	7	7	104	-3.9	-3.5	6
N#Cc1ccccc1NC(=O)c1ccccc1OCC(=O)Nc1ccc2c(c1)oc1ccccc12	0	2	.	.	-11	88	-4.5	-5.6	-4
COCCn1c(SCC(=O)c2ccc(Cl)cc2)nnc1C(C)C	-7	-5	3	-8	3	108	0.7	-2.2	-1
CC(=O)NC(CCS(C)(=O)=O)C(=O)Nc1cc(C)ccc1C (stereo not drawn)	13	3	4	.	6	116	-0.5	-2.7	-8
CC(C)N(C(=O)COC(=O)[C@H](C)NC(=O)c1ccco1)c1ccccc1	4	-9	17	-3	-2	102	-6.3	-3.0	-11

# Random excerpt: 2 entries already listed
mol	HCV NS3 hel inh	FID counter	SUMO HTRF inh	NALP1 yeast inh	MEKK2mut PB1 HTS	MEKK2wt PB1 HTS	VIM-2 inh	IMP-1 inh	PfM18AAP inh
COCCn1c(SCC(=O)c2ccc(Cl)cc2)nnc1C(C)C	-7	-5	3	-8	3	108	0.7	-2.2	-1
Cc1ccc(CNC(=O)C2CCN(S(=O)(=O)c3ccc4c(c3)OCCCO4)CC2)cc1	-3	-22	18	28	18	112	-3.6	-2.6	-6

# Additional results follow:
mol	HCV NS3 hel inh	FID counter	SUMO HTRF inh	NALP1 yeast inh	MEKK2mut PB1 HTS	MEKK2wt PB1 HTS	VIM-2 inh	IMP-1 inh	PfM18AAP inh
Cc1cc(C)c2nc(SCC(=O)NCCN3C(=O)CSC3=O)cc(C)c2c1	2	-14	5	27	15	101	-1.0	-3.4	4
CC1(CC(=O)N/N=C/c2cc([N+](=O)[O-])c(O)cc2O)OCCO1	-1	-3	15	0	-1	96	-3.5	-3.6	11
CCOC(=O)C(Sc1cc(-c2ccccc2)nc2ncnn12)C(C)=O (stereo not drawn)	-3	-10	14	.	-17	90	-3.0	-4.7	-16
Cc1nc(N2CCN(c3ccccn3)CC2)c2c(C)c(C(=O)Nc3ccc(F)cc3)sc2n1	4	-2	8	-11	2	112	1.6	-2.8	-8
Cc1cccc(-n2c(N)cc(=O)nc2SCC(=O)Nc2cc(C)on2)c1	2	-15	-4	8	6	104	-2.2	-1.3	2
O=C(CN1CCc2cc3c(cc2C1)OCCCO3)Nc1c(F)cccc1F	4	-26	2	-16	4	103	-0.5	-2.3	3
Cn1c(Cn2nnc3ccccc32)nnc1SCC(N)=O	5	-1	4	24	4	103	-0.4	-4.7	2
CCCc1c(O)c2ccccc2[nH]c1=O	-1	-3	15	-4	6	107	-1.8	-1.8	-2
Cc1ccsc1/C=N/N1CCN(Cc2ccccc2)CC1	-12	-2	8	-15	-2	97	-3.3	-2.2	2
COc1ccc(C2/C(=C(/O)c3ccc(C)cc3)C(=O)C(=O)N2CCCN2CCOCC2)cc1 (stereo not drawn)	9	-19	5	12	2	106	3.0	1.2	1
CC1(C)CC2(C)OCCN2C(=S)N1 (stereo not drawn)	11	-1	2	-10	-18	87	-0.9	-4.0	1
CC1CCCC(NC(=O)C2CCC(CNc3c(N4CCCCC4)c(=O)c3=O)CC2)C1C (stereo not drawn)	0	-10	-14	.	-3	100	-1.0	-3.6	0
O=C(COc1ccccc1)Nc1ccc(CN2CCCCC2)cc1	-10	4	22	4	11	105	-2.3	-2.8	4
CCOC(=O)N1CCN(C(=O)c2ccc(CS(=O)(=O)c3ccccc3OC)o2)CC1	0	-22	27	-27	-5	97	0.1	-0.6	1
Cc1cc(C(=O)CSc2nnc(N)s2)c(C)n1CCc1ccc(F)cc1	-10	-12	5	11	2	95	-2.1	-1.5	-13
C=CCn1c(SCCC(=O)O)nnc1-c1cccs1	-10	2	4	3	-19	87	-1.0	-1.5	-10
CN(c1ccc(C(=O)NCc2cccnc2)cc1)S(=O)(=O)c1ccc(Cl)cc1	-8	-31	-7	7	-2	102	-1.7	-2.8	1
COc1cc(/C=N/NC(=O)Cn2cnc3c2c(=O)n(C)c(=O)n3C)ccc1O	0	-10	-1	-33	4	103	-3.2	-3.0	9
COc1cc(/C=C/C(=O)OCC(=O)Nc2ccc(S(N)(=O)=O)cc2)ccc1O	13	-5	7	-4	5	106	-2.0	-1.3	7
CCc1ccc(NC(=O)Cn2nnc(C(=O)NCc3ccco3)c2N)cc1	-3	1	3	5	-4	102	1.7	-0.5	0
CCN(c1ccc(OCC(=O)OCC(=O)c2c(N)n(C)c(=O)n(C)c2=O)cc1)S(=O)(=O)c1ccccc1	4	-19	-12	2	4	96	-3.1	-4.6	-5
CCCc1cc(-c2n[nH]c(C(=O)OCC)c2-c2cscn2)c(O)cc1O	0	-27	-4	4	-13	81	-5.1	-0.6	4
Cc1ccc(S(=O)(=O)C2(C(=O)NC3CCCCC3)CC2)cc1	-3	-15	16	28	2	107	0.0	-2.5	-9
Cc1ccc(OCC(=O)NCCCNC(=O)c2cnccn2)cc1C	9	-15	9	14	-8	95	0.6	0.9	1
CN(CCS(=O)(=O)c1ccc(Cl)cc1)Cc1cccnc1	9	-4	20	.	29	119	-0.5	-4.2	5
CCN(CC)S(=O)(=O)c1ccc(C(=O)OCCN2C(=O)CCC2=O)cc1	5	-1	16	-18	0	95	-2.9	-1.9	-2
CC(=O)c1cccc(NC(=O)CCS(=O)(=O)c2ccc(Br)s2)c1	-3	-19	-6	0	-2	98	-0.1	-1.3	-1
O=C(CSc1nnc(Cn2c(=O)sc3ccccc32)n1CCc1ccccc1)N1CCOCC1	-9	-38	5	10	10	100	-2.7	-2.4	4
CC(=O)c1ccc(S(=O)(=O)N(C)C(C)CCc2ccco2)cc1 (stereo not drawn)	4	-25	6	9	8	103	-3.3	0.4	-5
CSC1=N/C(=C\c2cccc(F)c2)C(=O)S1	4	-1	-7	18	3	103	-3.9	-2.4	-8
Cc1ccc(C)c(NC(=O)C2CCC(C)(C(=O)O)C2(C)C)c1 (stereo not drawn)	6	-1	-2	5	22	125	-4.5	-2.8	-15
CC(C)Sc1nc(-c2ccccc2)cc(=O)[nH]1	-1	-7	19	12	0	95	-2.6	-1.2	4
Cc1cccc(NC(=O)CSCc2nc3c(nnn3Cc3ccc(F)cc3)c(=O)[nH]2)c1C	8	-23	-4	-11	-5	95	-5.6	-3.3	0
COc1ccccc1-c1c(C)oc2c(CN3CCN(CCO)CC3)c(O)ccc2c1=O	1	0	30	17	.	.	0.7	-3.5	6
O=C(/C=C\Nc1ccccn1)c1ccc(Cl)cc1	-5	-3	6	12	0	104	-1.6	-2.5	0
CCc1nc(SCC(=O)NCCc2ccccc2)c2c(=O)n(C)c(=O)n(C)c2n1	34	-7	-6	.	20	115	-2.5	-2.1	8
CCCCNC(=O)c1ccc(NC(=O)C2CCCO2)cc1 (stereo not drawn)	0	0	4	15	2	101	0.2	-1.7	2
O=c1cc(CO)oc(C(Nc2cccc(C(F)(F)F)c2)c2ccccn2)c1O (stereo not drawn)	13	-4	6	-6	3	103	7.5	-2.1	2
COC(=O)c1ccc(/C=N/N2CCN(Cc3ccc(C)cc3C)CC2)cc1	0	-3	5	15	0	110	-0.3	-2.8	1
O=C(CCC(=O)N1CCN(Cc2ccccc2)CC1)Nc1nnc(C2CCCCC2)s1	-12	-30	-8	11	-5	104	-0.9	-1.2	-9
C=CCN1N=C(c2ccc(Cl)s2)CSC1=O	-2	-5	13	-15	-2	93	0.9	-1.0	-6
CC1=C(C(=O)c2ccccc2)C(c2ccc(O)cc2)NC(=S)N1 (stereo not drawn)	-13	2	12	17	2	98	-1.6	-2.5	-7
COc1ccc(CC(=O)Nc2cccc(S(=O)(=O)N3CCCCCC3)c2)cc1OC	-3	-28	4	19	2	106	-2.1	-4.2	3
COc1ccccc1-c1nc2n(n1)C(c1cccs1)C(C(=O)Nc1cccnc1)=C(C)N2 (stereo not drawn)	8	-9	16	2	4	102	-0.8	1.1	2
O=C(COC(=O)c1ccc(-c2ccccc2)cc1)Nc1ccccc1-c1ccccc1	5	-1	-13	16	2	109	1.1	-1.4	0
